# From PubChem
# IDE cell inh: human IDE inhibitors in live cells, primary screen, fluorescence polarization, HEK cells, FAbetaB substrate | Insulin-degrading enzyme (Homo sapiens), P14735 | FAbetaB cleavage | inhibition, % at 5.59 µM | 0.41% of 320,000 active | AID 434962, 2010;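 active = percent inhibition above the average of all tested compounds plus 3 SD, set per screening campaign, cut at about 16% in these data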;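 also: IDE supplied by intact live HEK cells; FP after avidin binding of uncleaved biotin substrate so inhibition keeps polarization high; 0% = DMSO wells and 100% = 60 µM reference IDE inhibitor Ii1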
# Target sequence (P14735 whole entry, looked up): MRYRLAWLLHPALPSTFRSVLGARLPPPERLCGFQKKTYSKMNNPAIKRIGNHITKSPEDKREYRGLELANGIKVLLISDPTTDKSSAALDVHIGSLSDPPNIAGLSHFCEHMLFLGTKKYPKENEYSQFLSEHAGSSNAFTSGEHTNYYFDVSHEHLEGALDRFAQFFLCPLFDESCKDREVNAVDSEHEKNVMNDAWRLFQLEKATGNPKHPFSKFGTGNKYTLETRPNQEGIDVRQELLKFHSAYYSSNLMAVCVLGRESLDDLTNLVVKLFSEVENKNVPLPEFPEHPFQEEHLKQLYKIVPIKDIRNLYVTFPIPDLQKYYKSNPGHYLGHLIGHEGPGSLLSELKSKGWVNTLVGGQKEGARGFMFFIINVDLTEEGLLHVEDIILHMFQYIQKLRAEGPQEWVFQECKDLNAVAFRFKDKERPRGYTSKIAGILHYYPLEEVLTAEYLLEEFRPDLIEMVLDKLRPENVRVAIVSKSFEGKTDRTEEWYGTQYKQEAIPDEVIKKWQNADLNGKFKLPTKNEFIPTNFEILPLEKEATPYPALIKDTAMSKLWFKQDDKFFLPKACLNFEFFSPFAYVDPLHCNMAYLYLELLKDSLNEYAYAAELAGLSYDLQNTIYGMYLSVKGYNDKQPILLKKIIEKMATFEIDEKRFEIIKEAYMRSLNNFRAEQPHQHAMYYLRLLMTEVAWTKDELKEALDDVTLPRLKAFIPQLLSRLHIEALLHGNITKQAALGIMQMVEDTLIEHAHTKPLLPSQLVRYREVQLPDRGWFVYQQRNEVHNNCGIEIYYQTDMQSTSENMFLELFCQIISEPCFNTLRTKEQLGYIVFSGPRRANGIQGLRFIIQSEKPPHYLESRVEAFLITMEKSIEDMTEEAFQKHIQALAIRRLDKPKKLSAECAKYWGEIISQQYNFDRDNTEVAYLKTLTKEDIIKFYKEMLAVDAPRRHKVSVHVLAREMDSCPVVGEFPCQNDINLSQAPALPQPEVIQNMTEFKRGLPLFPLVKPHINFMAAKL
# IDE cell activ: human IDE activators in live cells, primary screen, fluorescence polarization, HEK cells, FAbeta-B substrate; Insulin-degrading enzyme (Homo sapiens), P14735; AID 493087, 2011; 0.073% of 340,000 active; FAbeta-B cleavage; 0% vehicle, 100% cell-free pure enzyme wells; activation, % at 5.96 µM;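 active = activation above the mean of all tested compounds plus 3 SD, set per screening campaign, cut at about 17% in these data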
# * hit, by the source's call. Only part of the results is shown; count on the stated rates, not on these rows.
IDE cell inh	IDE cell activ	molecule
-1	-6	CC(=O)Nc1ccc(C(=O)COC(=O)CCS(=O)(=O)c2ccccc2)cc1
-6	0	COc1ccc2[nH]c(=O)c(-c3nnn(-c4ccc(Cl)nc4)n3)cc2c1
-2	-4	Cc1nc2ccc(NC(=O)C3=NN(C)C(=O)CC3)cc2s1
2	6	COc1cc(C(C)=O)ccc1OCC(=O)OCC(=O)c1cc(C)n(CC2CCCO2)c1C (stereo not given)
-4	0	CCOC(=O)C1=C(COC(=O)[C@H](C)NS(=O)(=O)c2ccc(NC(C)=O)cc2)NC(=O)NC1C (stereo not given in full)
10	4	COc1ccccc1C(=O)NCCC(=O)N1CCN(S(=O)(=O)c2ccc(Cl)cc2)CC1
-3	3	COc1ccc(C(=O)COC(=O)C(O)c2ccccc2)c(OC)c1 (stereo not given)
0	3	O=C(Cn1ccc([N+](=O)[O-])n1)NCc1ccccc1
4	5	CCCCn1c(N)c(N(Cc2ccccc2OC)C(=O)C(C)Oc2ccc(F)cc2)c(=O)[nH]c1=O (stereo not given)
3	3	COc1cccc(NC(=O)CN(C)C(=O)c2ccc(-n3cncn3)c([N+](=O)[O-])c2)c1
3	0	Cc1ccc(C(=O)NCC(=O)OCC(=O)Nc2ccc(Cl)cn2)cc1
-5	4	CCCc1nc2c(s1)CCc1onc(-c3cccc([N+](=O)[O-])c3)c1-2
4	-1	COc1cccc(SCc2noc(C(=O)NCC3CC3)c2C(=O)NCC2CC2)c1
10	4	CCC(=O)C(C#N)(c1ccc(OC)c(OC)c1)C(C)C (stereo not given)
0	1	Cc1ccc(S(=O)(=O)NC2CCCCCC2)cc1
1	2	O=C(Nc1ccc(Cl)cc1F)c1ccc(-n2cncn2)cc1
-5	3	CCOc1ccc(CCNC(=O)c2cccc(S(=O)(=O)N3CC(C)OC(C)C3)c2)cc1OCC (stereo not given)
3	-1	Cc1ccc(C2OC(=O)C=C2c2ccccc2)cc1 (stereo not given)
10	-14	CSc1ccc(/C=C/C(=O)OCC(=O)N2CCCCCC2)cc1
1	3	C[C@@H]1CC[C@]2(C(=O)O[C@@H]3O[C@H](CO)[C@@H](O)[C@H](O)[C@H]3O)CC[C@]3(C)C(=CCC4[C@@]5(C)CC[C@H](O[C@@H]6OC[C@H](O)[C@H](O[C@@H]7O[C@H](CO)[C@@H](O)[C@H](O)[C@H]7O)[C@H]6O)C(C)(C)C5CC[C@]43C)C2[C@]1(C)O (stereo not given in full)
4	-3	COc1ccc2oc(C(=O)OCC(=O)NC(C)(C#N)C3CC3)c(C)c2c1 (stereo not given)
0	6	O=C(COC(=O)c1cnccn1)Nc1ncc(Cl)cc1Cl
3	5	CCc1ccc(-c2cnc3nc[nH]c(=O)c3n2)cc1
-2	5	CCCOc1ccc(C(CC(=O)O)NC(=O)C(c2ccccc2)c2ccccc2)cc1 (stereo not given)
5	-4	Cn1nnnc1Sc1ncnc2scc(-c3ccsc3)c12
9	-2	COc1ccccc1CCNC(=O)C(=O)NCCC1CCCCN1S(=O)(=O)c1cccs1 (stereo not given)
1	4	CCOc1ccc(S(=O)(=O)N2CCC(C(=O)OC(C)C(=O)NC3CCCCC3C)CC2)cc1 (stereo not given)
1	1	O=[N+]([O-])c1cccc(-n2cc3ccc([N+](=O)[O-])cc3n2)c1
-1	2	Cc1ccccc1NC(=O)COC(=O)c1cc[n+]([O-])cc1
1	-3	CC(=O)Nc1ccc(-c2csc(NC(=O)C3=COCCO3)n2)cc1
3	-3	O=C(Nc1ncnc2c1C(c1ccccc1)c1c(ccc3ccccc13)O2)c1ccccc1 (stereo not given)
0	7	O=S(=O)(NCC(c1ccc2c(c1)OCO2)N1CCOCC1)c1ccc(Cl)cc1 (stereo not given)
0	5	C=CC(n1cncn1)C(O)(c1ccccc1)c1ccccc1 (stereo not given)
-2	3	C=C(C)C(O)Cc1c(OC)ccc(C(=O)/C=C/c2ccc(O)cc2)c1O (stereo not given)
-2	5	CCN(CC)S(=O)(=O)c1ccc(N2CCCC2)c(NC(=O)c2nn(C)c(=O)c3ccccc23)c1
-1	2	Cc1ccc(NC(=O)CSc2ccc3c(c2)OCCO3)nc1
2	1	Cc1cc(NS(=O)(=O)c2ccc(NC(=O)COc3cc(C)c(Cl)c(C)c3)cc2)no1
5	3	COc1cc(OC)c(C(=O)OCC(=O)NC2CCCCCCC2)cc1OC
1	3	Cc1ccc(NC(=O)C(=O)NCC2CCCN2S(=O)(=O)c2cccs2)cc1 (stereo not given)
5	0	O=C(NCc1ccccc1)C1=C[C@H](c2ccc(Br)cc2)C[C@H](OCCCCO)O1
0	2	CC(=O)Nc1ccc(C(=O)NN2C(=O)NC3(CCCCC3)C2=O)cc1
2	5	CCCCN(C(=O)c1cccs1)c1c(N)n(Cc2ccccc2)c(=O)[nH]c1=O
-1	-2	N#Cc1ccc(OCC(=O)NCCN2CCOCC2)cc1
2	-2	Cn1c(-c2ccccc2)c(C#Cc2ccc(N)cc2)c2ccccc21
1	-8	O=C(CNc1ccc(Br)cc1)Nc1ccc(S(=O)(=O)N2CCCC2)cc1
1	-4	CCN1C(=O)[C@H]2[C@@H](c3ccc(-c4ccccc4)c(OC)c3)N[C@@](Cc3ccccc3)(C(=O)OC)[C@H]2C1=O
3	5	C=CCC[C@@H](Cc1ccc(F)cc1)C(=O)OC[C@@H](C)NC(=O)[C@H](CC=C)CC(=O)N(CCO)Cc1ccccc1
3	2	O=C(COC(=O)C1COc2ccccc2O1)NC1CCCCC1 (stereo not given)
-2	-7	CN1CCN(S(=O)(=O)c2ccc(SCCOc3ccc(Cl)cc3)nc2)CC1
2	1	O=C(OCC(=O)N1CCCc2ccccc21)c1ccccc1OC(F)F
-10	1	CC(=O)NS(=O)(=O)c1ccc(NC(=O)COc2cccc3c2OC(C)(C)C3)cc1
7	-1	CCOc1ccc(NC(=O)COc2ccc(C(=O)NCc3cccnc3)cc2OC)cc1
0	4	CC(CC(=O)OCC(=O)Nc1ccc2[nH]c(=O)[nH]c2c1)c1ccccc1 (stereo not given)
-6	4	CCOc1ccc(NC(=O)CN(C)C(=O)C(C)N2C(=O)c3ccccc3C2=O)cc1OCC (stereo not given)
10	5	CN(C)c1ccc(S(=O)(=O)NCC(=O)NCCOc2ccccc2F)cc1[N+](=O)[O-]
3	0	Cc1cc(OCC(=O)N(Cc2ccco2)c2c(N)n(Cc3ccccc3)c(=O)[nH]c2=O)ccc1Cl
-3	3	CCOc1cc(C(=O)NCc2ccccc2)ccc1OCC(=O)N1CCCCC1
-8	-4	CC(C)c1ccc(N(CCc2ccccn2)C(=O)C(C)(C)C)cc1
-1	5	COc1cc(C#Cc2c(-c3cncn3C)n(C)c3ccc(-c4ccc(OC)nc4)cc23)cc(OC)c1
2	2	Cn1c(SCC(=O)NC2CCS(=O)(=O)C2)nc2ccccc21 (stereo not given)

# Full records as entered above. Values in the order: IDE cell inh | IDE cell activ
# CCCCN(C(=O)c1cccs1)c1c(N)n(Cc2ccccc2)c(=O)[nH]c1=O in the list: 2 | 5
# CCOC(=O)C1=C(COC(=O)[C@H](C)NS(=O)(=O)c2ccc(NC(C)=O)cc2)NC(=O)NC1C (stereo not given in full) in the list: -4 | 0

# The list continues.
IDE cell inh	IDE cell activ	molecule
11	2	CCCCN(C(=O)c1oc2ccc(OCC)cc2c1C)c1c(N)n(CC(C)C)c(=O)[nH]c1=O
0	0	CCOC(=O)c1c(C)[nH]c(C(=O)OCC(=O)Nc2cc(C)nn2-c2ccccc2)c1C
-3	3	Cc1cccc(-n2c(SCC(=O)N3CCN(c4ccccn4)CC3)nnc2N2CCOCC2)c1
3	3	Cc1cccc(NC(=O)c2nc[nH]c2C(=O)NCCCNC(=O)c2[nH]cnc2C(=O)Nc2cccc(C)c2)c1
3	4	O=C(NCCC1CCCCN1S(=O)(=O)c1ccccc1)C(=O)Nc1ccccc1 (stereo not given)
-2	3	O=C(NCC1CCCO1)c1ccc2c(c1)S(=O)(=O)c1ccccc1C2=O (stereo not given)
4	6	CCN(CC(=O)NCc1cccs1)C(=O)c1ccc(-c2cccc(C(F)(F)F)c2)o1
-3	4	O=C(CCc1c[nH]c2ccccc12)NN1C(=O)NC2(CCCCC2)C1=O
8	-3	Cc1ccc(C(=O)NCC(=O)Nc2ccc(S(=O)(=O)Nc3cc(C)nc(C)n3)cc2)cc1
-6	2	COc1ccc(CCC(=O)OCC(=O)Nc2sccc2C(N)=O)cc1
3	-5	COc1cccc(-c2ncc3ccccc3c2COC(=O)N2CCOCC2)c1
7	2	Cc1cc2occ(CC(=O)N(CCC(C)C)c3c(N)n(Cc4ccccc4)c(=O)[nH]c3=O)c2cc1C
5	1	COc1ccc(N2CC(C(=O)N(CC(C)C)c3c(N)n(Cc4ccccc4)c(=O)[nH]c3=O)CC2=O)c(OC)c1 (stereo not given)
1	1	O=C(CSc1nnc(-c2ccccc2F)o1)Nc1ccc(N2CCOCC2)cc1
-3	1	CC(C)(C)OC(=O)N1CCN(C(=O)c2[nH]cnc2C(=O)Nc2ccon2)CC1
-2	1	CCOc1cc(N2CCOCC2)c(OCC)cc1NC(=O)Cn1cnnn1
0	5	CC(OC(=O)c1cccc(-n2cnnn2)c1)C(=O)Nc1ccc(F)cc1Cl (stereo not given)
-2	2	O=C(OCC(=O)N1CCCCCC1)c1cccnc1Cl
-3	11	Cc1ccc(C(=O)NCC(=O)N2CCCCCCC2)cc1C
4	0	O=C(Nc1cccnc1)c1ccc([N+](=O)[O-])s1
-1	-3	Nc1ccc2nc(-c3ccccc3)cnc2c1
0	1	COc1ccc2oc(C(=O)OCC(=O)N(C)C3CCCCC3)c(C)c2c1
2	4	COc1cccc([C@@H]2CC=C(C(=O)O)[C@H](c3ccc(F)cc3)N2S(=O)(=O)c2ccc(C)cc2)c1
3	2	COc1cc2sc(-c3ccc(S(C)(=O)=O)cc3)c(-c3ccc4c(c3)OCO4)c2cc1OC
-3	-4	COc1ccc([C@H]2CC(=O)C=C(c3ccc(C)cc3)C2)cc1
7	-1	Cc1ccc(NC(=O)CSCC(=O)Nc2cc(C(F)(F)F)ccc2N2CCOCC2)cc1
2	0	COc1ccc(CN2C(=O)C(Cc3ccccc3)Nc3ncnc(N4CCCCC4)c32)cc1 (stereo not given)
-3	2	CCOC(=O)c1c(NC(=O)COC(=O)/C=C/c2ccccc2)sc(C(=O)NC)c1C
-2	1	O=C1c2ccccc2NC(c2ccc(-c3cccc(F)c3)o2)N1O (stereo not given)
5	1	Cc1ccc(C2=NCCn3c2c2ccc(C(F)(F)F)cc2[n+]3[O-])cc1
-3	2	O=C(Nc1ncn[nH]1)c1cccc(F)c1
0	4	Cc1ccccc1-c1cc(C(=O)NCc2ccc3c(c2)OCO3)nn1CC1CC(c2cccc([N+](=O)[O-])c2)=NO1 (stereo not given)
6	5	O=C(COC(=O)Cc1c(Cl)cccc1Cl)NC1CCCC1
-6	1	Cc1ccc(CN2CCN(c3ccccc3Cl)CC2)o1
-1	1	CCc1ccc(C(=O)OCC(=O)N(CC)c2c(N)n(Cc3ccccc3)c(=O)[nH]c2=O)cc1
5	0	C/C=C(/C)C(=O)O[C@@H]1Cc2c(ccc3ccc(=O)oc23)OC1(C)C
3	0	COc1ccc(CN(C)C(=O)Cn2ccc(NC(=O)OCc3ccccc3)nc2=O)cc1OC
4	2	COc1ccc(NS(=O)(=O)c2ccc(C)c(C(=O)N(C)CC(=O)Nc3cccc(OC)c3)c2)cc1
-2	0	CN(CC(=O)NCCc1ccc(S(N)(=O)=O)cc1)CC(=O)Nc1ccc(F)c(F)c1F
-1	6	COc1ccc(Cl)c2sc(N(CCN(C)C)C(=O)c3ccc4c(c3)OCCO4)nc12
0	4	Cc1cccc(NC(=O)C(C)Oc2ccc(C)nc2[N+](=O)[O-])c1 (stereo not given)
2	0	Cc1csc(NC(=O)CSc2nncs2)n1
3	-1	COc1ccc(N2CCN(S(=O)(=O)CCNC(=O)c3cccs3)CC2)cc1
-5	0	O=S(=O)(Nc1ccccc1F)c1ccc(Cl)nc1
2	4	CN(C)S(=O)(=O)c1ccc(N2CCCC2)c(C(=O)NNC(=O)c2ccccc2)c1
2	5	CCN(C(=O)COC(=O)c1ccc(OC)c(S(=O)(=O)N(C)Cc2ccccc2)c1)C1CCS(=O)(=O)C1 (stereo not given)
-3	3	O=C(N[C@@H](Cc1ccccc1)C(=O)N1CCN(S(=O)(=O)c2ccccc2F)CC1)c1ccco1
-1	0	Cc1csc(SCC(=O)Nc2cc(C(N)=O)cc(C(N)=O)c2)n1
-5	3	Cc1cc2nc3n(c2cc1C)CC1CC(C(=O)NCc2ccccc2)N(C)C31 (stereo not given)

# Not a retest: entries from further up.
IDE cell inh	IDE cell activ	molecule
-3	2	O=C(Nc1ncn[nH]1)c1cccc(F)c1
0	4	Cc1ccccc1-c1cc(C(=O)NCc2ccc3c(c2)OCO3)nn1CC1CC(c2cccc([N+](=O)[O-])c2)=NO1 (stereo not given)
6	5	O=C(COC(=O)Cc1c(Cl)cccc1Cl)NC1CCCC1
-6	1	Cc1ccc(CN2CCN(c3ccccc3Cl)CC2)o1
-1	1	CCc1ccc(C(=O)OCC(=O)N(CC)c2c(N)n(Cc3ccccc3)c(=O)[nH]c2=O)cc1
5	0	C/C=C(/C)C(=O)O[C@@H]1Cc2c(ccc3ccc(=O)oc23)OC1(C)C
3	0	COc1ccc(CN(C)C(=O)Cn2ccc(NC(=O)OCc3ccccc3)nc2=O)cc1OC
4	2	COc1ccc(NS(=O)(=O)c2ccc(C)c(C(=O)N(C)CC(=O)Nc3cccc(OC)c3)c2)cc1
-2	0	CN(CC(=O)NCCc1ccc(S(N)(=O)=O)cc1)CC(=O)Nc1ccc(F)c(F)c1F
-1	6	COc1ccc(Cl)c2sc(N(CCN(C)C)C(=O)c3ccc4c(c3)OCCO4)nc12
0	4	Cc1cccc(NC(=O)C(C)Oc2ccc(C)nc2[N+](=O)[O-])c1 (stereo not given)
2	0	Cc1csc(NC(=O)CSc2nncs2)n1
3	-1	COc1ccc(N2CCN(S(=O)(=O)CCNC(=O)c3cccs3)CC2)cc1
-5	0	O=S(=O)(Nc1ccccc1F)c1ccc(Cl)nc1
